TIM10 inh = TIM10 yeast growth inhibition | S. cerevisiae TIM10 strain growth, BacTiter-Glo luminescence, 24 h | inhibition, % at 10 µM | 1.4% of 330,000 active | AID 463195;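 active = inhibition of 40% or more at the single tested concentration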;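 also: wild-type TIM10 isogenic control strain grown at permissive 25 °C; 0% = DMSO yeast wells and 100% = minimal medium wells without yeast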
APJ ag = APJ receptor agonism; activation, % at 20 µM; 0.11% of 330,000 active; P35414; CHO-K1 APJ PathHunter beta-arrestin, luminescence; 0% DMSO wells, 100% apelin; AID 2520;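 active = activation more than six SD over the plate average, tested at 20 µM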;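 also: 0% = DMSO alone and 100% = apelin-13 at 10 nM; some results filed as inactive read as strong as hits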
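Incubation: overnight seeding, 90 min compound at 25 °C, 1 h detection; test system: PathHunter CHO-K1 APJ (AGTRL-1) beta-arrestin reporter cells; amount: 1000 cells/well; doses: one dose, 20 µM compound, 1% DMSO; measured by: beta-gal luminescence; measure: agonist-driven arrestin binding to APJ; benchmarks: negative DMSO alone, positive Apelin-13 at 10 nM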
XBP1 UPR activ = activators of adaptive arm of unfolded protein response (XBP1) | 0.33% of 330,000 active | activation, % at 20 µM | CHO-XBP1 luciferase reporter, IRE1-XBP1 UPR activation, luminescence; percent of tunicamycin response, DMSO as zero;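 active = versus positive control, 20 µM dose yields 30% or more activation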;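 also: 100% = tunicamycin at 10 µg/mL and 0% = DMSO only wells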
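Material: CHO-XBP1 cells stably carrying IRE1-XBP1-driven luciferase reporter / Amount: 1000 cells per well / Compound: 20 µM, 1% DMSO / Times: 6 h treatment, 37 °C / Detection: luciferase luminescence / Measure: % activation of reporter signal versus tunicamycin and DMSO controls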
tim23-1 inh = tim23-1 yeast growth inhibition | 1.3% of 330,000 active | inhibition, % at 20 µM | S. cerevisiae tim23-1 growth, BacTiter-Glo luminescence, 24 h;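 active = growth inhibition of the mutant yeast at or above 50%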;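 also: temperature-sensitive mutant grown at 25 °C; plate controls were DMSO-treated mutant yeast for no effect and medium wells lacking yeast for full effect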
UPR CHOP act = activators of apoptotic arm of unfolded protein response (CHOP); CHO-CHOP luciferase reporter, UPR activation, luminescence; percent of tunicamycin response over DMSO baseline; activation, % at 10 µM; 0.34% of 330,000 active; AID 449763;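 active = at 10 µM dose, activation of 40% or more, normalized to positive control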;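 also: 100% = tunicamycin at 10 µg/mL and 0% = DMSO alone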
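assay system = CHO CHOP reporter cells | amount = 500 CHO-CHOP cells per well | buffer or medium = F12 with 10% FBS | incubation = 16-18 h cell attachment, then 6 h compound exposure, 37 °C | detection = luminescence read with Steady-Glo | read-out = percent activation relative to tunicamycin control | controls = tunicamycin high control, DMSO low control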
NALP3 yeast inh = blocks the NALP3 inflammasome reconstituted in yeast; Yeast reconstituted NLRP3/ASC/caspase-1, beta-gal luminescence, 24 h; inhibition, % at 10 µM; 0.39% of 330,000 active; AID 2825;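 active = inhibition of 50% or more; inactive = inhibition below 50%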;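 also: plate controls were induced DMSO wells for no effect and uninduced yeast grown without galactose for full effect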
NR3A LBD binder = modulates the human NR3A ligand-binding domain. NR3A LBD differential scanning fluorimetry, Tm shift; 0% = protein alone, 100% = glycine-bound protein. Tm shift relative to glycine control, % at 25 µM. 2.5% of 340,000 active. AID 1259313;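 active = melting temperature shift of at least 10% of the positive control shift, at one fixed dose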
tim10-1 inh = growth inhibitors of tim10-1 mutant yeast; AID 463190; S. cerevisiae tim10-1 ts strain growth, BacTiter-Glo, 24 h; inhibition, % at 20 µM; 2.2% of 330,000 active;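 active = inhibition of at least 40%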;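 also: mutant grown at 25 °C; 0% = DMSO wells with yeast and 100% = wells holding no yeast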
Mdm2 MdmX PPI = human Mdm2/MdmX binding inhibition. O15151+Q00987. SaOS-2 split-luciferase Mdm2/MdmX complementation, luminescence. inhibition, % at 8 µM. 3% of 330,000 active. AID 485346;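 active = inhibition of at least 50% at 8 µM in the primary screen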
Target sequence (O15151 whole entry, looked up): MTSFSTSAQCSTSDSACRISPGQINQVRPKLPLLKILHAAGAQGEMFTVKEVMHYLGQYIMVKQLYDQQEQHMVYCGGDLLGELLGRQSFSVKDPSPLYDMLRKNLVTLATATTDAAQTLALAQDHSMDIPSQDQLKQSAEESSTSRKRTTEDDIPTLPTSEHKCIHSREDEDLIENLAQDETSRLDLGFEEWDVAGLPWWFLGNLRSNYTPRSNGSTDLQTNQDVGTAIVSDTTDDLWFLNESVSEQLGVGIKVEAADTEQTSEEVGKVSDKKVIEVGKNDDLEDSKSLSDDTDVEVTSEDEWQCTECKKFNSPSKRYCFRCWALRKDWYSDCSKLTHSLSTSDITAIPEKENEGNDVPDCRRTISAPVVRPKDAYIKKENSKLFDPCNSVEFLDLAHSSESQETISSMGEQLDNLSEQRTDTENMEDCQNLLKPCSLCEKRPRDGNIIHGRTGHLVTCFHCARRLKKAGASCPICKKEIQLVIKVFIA
Target sequence (Q00987 whole entry, looked up): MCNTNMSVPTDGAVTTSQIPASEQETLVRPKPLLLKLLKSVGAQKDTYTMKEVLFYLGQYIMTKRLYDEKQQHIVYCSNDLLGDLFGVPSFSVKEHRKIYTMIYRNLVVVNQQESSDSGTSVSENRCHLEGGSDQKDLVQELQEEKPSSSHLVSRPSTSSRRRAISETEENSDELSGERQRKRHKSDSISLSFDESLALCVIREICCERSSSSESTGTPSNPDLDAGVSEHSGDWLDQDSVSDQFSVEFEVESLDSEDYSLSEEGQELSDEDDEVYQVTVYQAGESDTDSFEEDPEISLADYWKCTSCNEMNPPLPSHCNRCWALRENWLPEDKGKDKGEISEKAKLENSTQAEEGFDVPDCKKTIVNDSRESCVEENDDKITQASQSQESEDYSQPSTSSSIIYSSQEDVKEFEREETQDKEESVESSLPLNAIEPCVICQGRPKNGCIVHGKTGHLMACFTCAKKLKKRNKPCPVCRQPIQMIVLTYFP
The depositor's hits bear a star.

SMILES	TIM10 inh	APJ ag	XBP1 UPR activ	tim23-1 inh	UPR CHOP act	NALP3 yeast inh	NR3A LBD binder	tim10-1 inh	Mdm2 MdmX PPI
CCCCOC(=O)CSc1nnc(-c2cc(OC)c(OC)c(OC)c2)o1	1.4	-2.9	0.1	23.1	-0.2	7.4	-1.3	32.3	23.4
CCCNC(=O)Cc1ccsc1	7.6	-3.6	2.7	-12.1	-0.5	4.0	0.9	5.6	0.6
Cc1nc(N)c(C#N)c(-c2cccnc2)c1C	-5.2	-0.3	2.2	6.2	0.4	-5.3	-0.6	5.8	51.1*
Cc1ccc(C(=O)NC2CCCC2)s1	-1.4	-1.0	-1.7	-9.1	2.0	15.6	0.3	-38.6	19.4
O=C(Cn1c(C(=O)NCc2ccco2)cc2sccc21)c1ccccc1	39.8	-3.0	2.7	44.4	-0.8	3.7	-1.4	35.6	5.5
CCO[C@H]1OC(C(=O)N2CCN(C)CC2)=C[C@@H](C2CC2)[C@@H]1CCCO	-5.1	-2.1	-4.0	4.0	-1.0	11.6	-1.9	-2.8	-18.2
CC(C)(C)c1ccc(/C=C/C(=O)Nc2cccnc2)cc1	2.5	-0.2	7.9	23.1	5.7	27.4	-13.5	-10.3	-141.7
N#Cc1ccccc1NC(=O)C(=O)NCCCN1CCCC1=O	-6.5	-0.4	-1.0	0.0	0.0	-6.4	1.2	-12.2	14.7
COc1ccc(CCNC(=O)CSc2nc3c(c(=O)n(C)c(=O)n3C)n2C)cc1OC	-26.3	-1.2	-1.5	-7.3	0.7	19.4	4.6	6.8	-7.9
C=CCn1c(SCC(=O)c2ccc(O)c(O)c2)nnc1-c1cccc(Cl)c1	-33.3	2.7	11.3	16.6	64.0*	17.6	-1.5	12.5	15.5
CN1C(=S)N(c2ccccc2)C(=O)/C1=C/c1cccs1	17.6	-0.1	0.6	7.6	-0.4	-16.4	-3.9	13.2	25.6
O=S(=O)(Nc1ccc(Br)cn1)c1cccs1	9.6	-2.0	2.5	21.9	0.0	11.4	1.8	9.2	2.1
COc1ccc([C@H]2CC(=O)C=C(c3ccc(-c4ccccc4)c(F)c3)C2)cc1OC	9.4	-3.1	-3.5	-9.5	1.4	-2.3	0.2	-9.1	30.7
COc1ccc(CCNC(=O)C2CCN(S(=O)(=O)c3cccc4nsnc34)CC2)cc1OC	13.7	0.4	-2.0	0.0	0.9	4.8	-0.9	2.4	8.0
CCOC(=O)CCCNC(=O)CCCNC(=O)C(c1ccccc1)c1ccccc1	3.5	0.7	-2.3	13.9	-1.8	17.2	1.7	8.7	3.6
Cc1ccc2nc(-c3ccccc3)c(CN3CCSCC3)n2c1	3.7	-3.5	-0.3	27.6	-0.7	-11.4	-1.0	34.9	-12.1
[O-][n+]1ccccc1SCc1ccccc1	9.1	-4.7	-1.7	14.3	-1.2	-5.7	-0.8	-6.2	10.0
O=C(NC(=S)Nc1ccccc1)c1cc([N+](=O)[O-])ccc1N1CCOCC1	10.0	-4.7	-0.1	10.3	-1.5	22.6	-4.9	7.6	-7.0
CCn1cc(C(=O)N(C)c2ccc(OC)cc2OC)c2cc(OC)c(OC)cc2c1=O	6.8	-3.9	0.0	9.3	-0.8	9.3	-0.2	-0.1	3.4
CN(CCC#N)C(=O)c1cc2c(s1)-c1ccccc1SC2	-3.1	0.2	0.0	10.1	2.8	9.8	-0.5	17.6	-30.8
CCOC(=O)c1csc(NC(=O)C(C)(C)C)n1	11.3	-1.5	-0.8	15.8	1.8	-0.8	-1.8	3.5	-2.8
Clc1cccc(OCCn2ccnc2)c1	-9.4	-3.5	-3.7	-11.6	-2.2	9.7	-0.2	-15.3	17.2
Cc1cccc(N2CCN(C(=O)c3ccc(NC(=O)C4CCCO4)cc3)CC2C)c1 (stereo unspecified)	13.9	-3.6	-0.9	21.7	-0.1	17.7	0.2	20.0	-28.2
Cc1cccc(NC(=O)Nc2nnc(N3CCCCC3C)s2)c1C (stereo unspecified)	-6.7	-0.9	4.9	9.6	4.5	14.6	1.5	0.0	-8.3
CCNC(=O)CN(c1ccc(CC)cc1)S(C)(=O)=O	1.0	-3.0	0.9	2.0	1.8	-13.9	-0.7	6.7	12.2
CC(C)NC(=S)N(C)C1(c2ccccc2Cl)CCCCC1=O (stereo unspecified)	2.3	-3.6	-0.6	28.6	-0.2	9.0	0.9	28.0	-3.2
Cc1ccccc1-n1c(C)nnc1SCC(=O)N1CCc2ccccc2C1	0.1	-2.0	-2.5	27.3	-0.5	-3.6	-9.5	8.7	-21.0
CCCc1nnc(NC(=O)CCCN2C(=O)c3ccccc3C2=O)s1	6.0	-5.4	-3.0	15.9	1.3	1.0	2.2	5.0	8.0
CCN(CC)C(=O)c1cccc(-c2ccc(OC)cc2)c1	15.2	-2.1	0.9	19.1	0.5	24.1	-2.3	18.3	-28.8
O=C(c1ccc(=O)n(Cc2ccc(Cl)c(Cl)c2)c1)N1CCOCC1	9.2	-2.4	-0.9	2.8	4.7	-13.0	0.4	6.3	27.9

Next part; the last 2 above are carried over.
SMILES	TIM10 inh	APJ ag	XBP1 UPR activ	tim23-1 inh	UPR CHOP act	NALP3 yeast inh	NR3A LBD binder	tim10-1 inh	Mdm2 MdmX PPI
CCN(CC)C(=O)c1cccc(-c2ccc(OC)cc2)c1	15.2	-2.1	0.9	19.1	0.5	24.1	-2.3	18.3	-28.8
O=C(c1ccc(=O)n(Cc2ccc(Cl)c(Cl)c2)c1)N1CCOCC1	9.2	-2.4	-0.9	2.8	4.7	-13.0	0.4	6.3	27.9
CCOC(=O)CNC(=O)N1CCc2ccc(NC(=O)c3ccccc3Cl)cc2C1	-7.1	-2.6	-2.4	-5.4	0.7	18.5	-2.2	6.6	27.3
O=C(COC(=O)c1cc([N+](=O)[O-])ccc1N1CCCC1)Nc1ccccc1OC(F)F	-0.3	-3.7	-0.1	26.5	0.9	26.9	-6.2	13.6	-16.3
CCOc1nc(OCC)nc(-n2cc(-c3ccccc3)nn2)n1	-4.2	0.4	-0.9	-30.6	-0.2	28.0	1.2	-15.6	-28.1
O=[N+]([O-])c1cccc(-c2ncc3ccccn23)c1	17.7	-0.5	1.0	-0.3	0.8	11.6	-0.6	1.0	2.7
O=C(O)Cn1nc(-c2ccccc2)c2ccccc2c1=O	0.5	-2.5	0.9	7.6	-1.0	-8.3	-1.3	11.2	-6.3
Cc1nc2oc3c(NCc4ccccn4)ncnc3c2c2c1COC(C)(C)C2	22.0	-0.8	1.8	25.1	-2.7	10.2	-1.4	22.2	16.6
Cc1cc(C(=O)N/N=C/c2cc(Br)c(Br)o2)n[nH]1	20.6	0.7	-1.8	10.7	0.4	13.4	-8.7	-11.4	0.1
O=C(NCCc1ccccc1)c1ccc2c(=O)[nH]c3c(C(=O)NCC4CCCO4)sc(=S)n3c2c1 (stereo unspecified)	6.8	-0.4	-1.8	20.4	1.2	25.7	3.2	11.9	-1.6
O=S(=O)(NCc1ccc2c(c1)OCO2)c1cccc(S(=O)(=O)N2CCOCC2)c1	-2.3	1.9	-1.7	7.8	0.0	15.2	-0.4	17.9	-10.4
CCCCc1nc2cc(C(=O)N3CCN(c4nc(C)cnc4C)CC3)ccc2o1	12.2	-1.7	-4.3	26.7	13.5	5.1	-3.1	33.0	-20.7
NC(=O)c1c(NC(=O)c2ccncc2)sc2c1CCCC2	11.6	0.5	0.4	14.8	3.1	48.1	-3.1	27.1	2.3
CC1(C)CC(=O)C([N+](=O)[O-])=C(NCCCO)C1	-2.8	-0.3	-1.5	1.5	0.5	6.4	0.8	10.5	0.5
O=C(OCC1OC(n2ncc(=O)[nH]c2=O)C(OC(=O)c2ccccc2)C1OC(=O)c1ccccc1)c1ccccc1 (stereo unspecified)	15.8	-2.7	-1.0	30.4	-1.7	4.1	-5.6	24.8	9.1
O=C(Nc1cccnc1)Nc1cc(Cl)cc(Cl)c1	9.9	1.7	0.1	0.9	-0.1	20.7	20.6*	33.9	50.2*
CC(C)c1cc(C(=O)NCc2cccnc2)no1	2.0	-2.4	1.6	-2.7	1.2	6.2	0.9	9.2	-32.8
O=C(Nc1ccc(O)cc1)c1ccc2c(c1)C(=O)N(N1C(=O)c3ccccc3C1=O)C2=O	-1.4	-2.1	-1.5	-9.0	-0.2	10.6	-2.0	-13.7	12.4
Nc1nc(CSc2nnnn2-c2ccc(Cl)cc2)nc(N2CCOCC2)n1	-11.2	1.7	8.8	-7.1	-2.2	8.5	-0.8	-10.5	21.0
O=C(COC(=O)CCN1C(=O)c2ccccc2C1=O)Nc1ccccc1[N+](=O)[O-]	3.5	-1.5	-2.9	12.0	-1.3	-5.5	0.5	11.3	18.2
COC(=O)C(C(=O)Nc1ccc(OC)cc1)C1CCCCCC1 (stereo unspecified)	-19.8	1.0	-6.2	29.2	0.7	24.9	-1.2	11.6	55.6*
CC(=O)CCCC(NS(=O)(=O)CCC(Cl)(Cl)Cl)c1ccccc1 (stereo unspecified)	7.6	5.9	0.2	24.1	0.0	13.5	-1.0	-3.5	-3.2
Cn1cnc([N+](=O)[O-])c1Sc1ncccc1N	0.7	-1.9	-0.1	8.5	-1.4	-3.8	-0.2	15.5	3.0
CC1=CC(C)C2C(=O)N(CCCN(C)C)C(=O)C2C1 (stereo unspecified)	0.4	0.5	-0.6	-0.6	-0.9	15.2	0.1	-22.2	17.2
CCN(CC(=O)Nc1c(F)cccc1F)C(=O)CN1C(=O)c2ccccc2C1=O	-6.1	5.8	5.8	5.5	-0.1	5.3	-0.4	-7.3	-20.9
O=C(CSc1nnc(-c2ccncc2)n1C1CCCCC1)Nc1ccccc1	5.9	-6.0	-1.3	24.2	-0.5	7.9	-2.0	16.8	6.0
O=C(CN1C(=O)/C(=C/c2ccco2)SC1=S)Nc1ccc(O)c(C(=O)O)c1	20.1	7.0	-4.0	16.2	-1.2	3.9	4.5	0.2	-7.5
O=C1NC[C@@H](Cc2cccc3ccccc23)N(CC2(c3ccccc3)CC2)C1=O	7.1	1.7	0.0	15.4	0.5	3.7	-4.5	-12.1	49.5
Cc1cc2ccccc2n1CCNC(=O)Cc1ccccc1	-6.8	-4.5	3.8	-2.2	1.7	23.2	-5.5	7.9	39.9
Cc1occc1C(=O)Nc1c(F)c(F)c(F)c(F)c1F	-4.5	2.1	0.5	0.2	1.4	-0.5	3.9	11.1	11.8
O=C(Nc1cccc(Cl)c1)Nc1ccc(Br)cc1F	11.3	2.6	6.0	-3.3	2.4	44.0	21.1*	34.3	81.5*
Nc1nnc(-c2cn(-c3ccccc3)nc2-c2ccccc2)o1	33.2	-1.9	3.7	34.8	4.0	-3.9	-28.4	15.2	19.6

Limited to NALP3 yeast inh and UPR CHOP act, for three of the compounds above:
| molecule | NALP3 yeast inh | UPR CHOP act |
| --- | --- | --- |
| O=S(=O)(Nc1ccc(Br)cn1)c1cccs1 | 11.4 | 0.0 |
| COc1ccc([C@H]2CC(=O)C=C(c3ccc(-c4ccccc4)c(F)c3)C2)cc1OC | -2.3 | 1.4 |
| COc1ccc(CCNC(=O)C2CCN(S(=O)(=O)c3cccc4nsnc34)CC2)cc1OC | 4.8 | 0.9 |
